# p53null 32C kill – kills p53 null cells at the permissive temperature; H1299-neo p53 null cells, ATP luminescence, 24 h, 32C; Potency, µM (doses to about 46.1 µM), for the others: top-dose activity change, negative = cytotoxicity, hits mostly cytotoxic; 0.62% of 55,000 active;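 further: potency means the concentration at half of the fitted maximal effect; 0% = DMSO only and -100% = full killing by 100 µM tamoxifen; nearly all actives have a fitted effect of over 55% in size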
#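 AC50 values derive from Hill modelling of qHTS concentration-response data (up to 46 uM) in H1299-neo cells. Cells were treated 24 h at 32C following overnight attachment at 37C; viability was read as cellular ATP.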
# NTMT1 inh – NTMT1 methyltransferase inhibition; NTMT1 MTase-Glo SAH luminescence, purified enzyme; Potency, µM (doses to about 114 µM), inactives show at the highest dose activity change, negative = inhibition, usual class: inhibitors; 2.5% of 59,000 active; AID 1645870;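 further: potency means the concentration at half of the fitted maximal effect; plate controls were DMSO vehicle for no effect and no enzyme for full effect; nearly all actives have a fitted effect of over 65% in size; many of its hits are not listed in these tables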
# FH mod – Identification of activators of human fumarate hydratase by quantitative high-throughput screening | 0.22% of 54,000 active | AID 1347055, 2019 | FH coupled MDH/diaphorase resazurin fluorescence, 15 min | Fumarate hydratase, mitochondrial (Homo sapiens), P07954 | Potency, µM (highest dose often 79.9 µM), inactives show at the top dose activity change, negative = inhibition, hits mostly inhibitors; further: potency means the concentration at half of the fitted maximal effect; on the % scale 0 is the no-effect control and ±100 the full control effect; the screen sought activators but most active calls are inhibition curves; nearly all actives have a fitted effect of over 45% in size
# Target sequence (P07954 whole entry, looked up): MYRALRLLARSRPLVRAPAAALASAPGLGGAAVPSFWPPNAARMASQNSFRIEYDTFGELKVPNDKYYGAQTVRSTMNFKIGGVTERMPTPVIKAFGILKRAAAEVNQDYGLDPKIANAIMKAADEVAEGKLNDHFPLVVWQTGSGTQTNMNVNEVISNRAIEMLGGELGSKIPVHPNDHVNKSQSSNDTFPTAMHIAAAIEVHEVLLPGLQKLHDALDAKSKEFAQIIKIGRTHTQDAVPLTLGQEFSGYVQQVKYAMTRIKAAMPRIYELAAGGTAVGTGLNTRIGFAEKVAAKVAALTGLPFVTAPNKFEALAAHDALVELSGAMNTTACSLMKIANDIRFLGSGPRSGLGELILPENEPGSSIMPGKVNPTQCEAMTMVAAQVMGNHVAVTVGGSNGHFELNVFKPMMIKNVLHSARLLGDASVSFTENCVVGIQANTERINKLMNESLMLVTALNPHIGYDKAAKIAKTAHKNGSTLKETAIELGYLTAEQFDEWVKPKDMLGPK
# GALK inh – GALK (human) enzyme inhibition; Potency, µM (highest dose often 57.5 µM), for the others: at the top dose activity, negative = inhibition, most hits filed as inhibitors; P51570; 44,000 tested, under 10 active; recombinant GALK, Kinase-Glo ATP luminescence, 1 h;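 further: plate controls were full GALK reaction for no effect and reaction lacking GALK for full effect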
# Target sequence (P51570 whole entry, looked up): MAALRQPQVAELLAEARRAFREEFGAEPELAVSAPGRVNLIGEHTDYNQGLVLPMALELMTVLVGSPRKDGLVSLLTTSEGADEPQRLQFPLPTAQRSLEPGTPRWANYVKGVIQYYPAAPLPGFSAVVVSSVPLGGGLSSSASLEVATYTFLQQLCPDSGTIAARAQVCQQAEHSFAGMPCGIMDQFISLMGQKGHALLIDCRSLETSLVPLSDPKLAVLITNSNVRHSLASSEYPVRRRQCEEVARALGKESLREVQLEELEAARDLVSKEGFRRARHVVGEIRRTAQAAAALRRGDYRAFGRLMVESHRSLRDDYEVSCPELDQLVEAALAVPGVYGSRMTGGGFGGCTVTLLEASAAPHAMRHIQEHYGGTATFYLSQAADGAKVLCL
#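 5 nM GALK; 35 uM ATP; 100 uM D-galactose; 20 mM HEPES pH 8.0, 5 mM MgCl2, 60 mM NaCl, 1 mM DTT, 0.01% BSA; 1 h RT; Kinase-Glo Plus luminescence.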
# B2AR arrestin ag – beta-arrestin recruitment by human beta2-adrenergic receptor ligands; 44,000 tested, under 10 active; Potency, µM (highest dose often 46.1 µM), without a hit: at the highest dose activation, usual class: activators; AID 1347077; HTLA Tango cells, beta-arrestin recruitment, luciferase luminescence, 18 h; P07550;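 further: potency means the concentration at half of the fitted maximal effect; 0% = DMSO and full agonism = EC100 isoproterenol or metaproterenol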
#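 First, Tango cells carrying beta2-AR and beta-arrestin fusions received compound up to 46 microM. After 18 hr at 37 degrees C, luciferase substrate was added for 15 minutes, then luminescence gave %Activity for curve fitting.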
# PTAP-TSG101 blk – inhibitors of HIV-1 PTAP binding to human TSG101, validation. Fluorescence polarization, FITC-PTAP peptide/Tsg101, 20 min. Potency, µM (series often up to 115 µM), without a hit: at the highest dose activity change, negative = inhibition, actives largely listed as inhibitors. 44,000 tested, under 10 active; further: potency means the concentration at half of the fitted maximal effect; 0% is about no effect
#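 Fluorescence polarization binding of Tsg101 binding domain (10 uM final) to FITC-labeled PTAP-motif peptide (50 nM final) in HEPES pH 7.5/NaCl/Tween 20/EDTA/TCEP buffer; 20 min at r.t. Actives by curve class, <25 µM, efficacy <60% inhibition.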
# p53null 39C kill – kills p53 null cells at the nonpermissive temperature; H1299 p53-null (neo) cells, 39C, ATPlite viability, 24 h; Potency, µM (highest dose often 46.1 µM), for inactives: at the highest dose activity, negative = cell killing, most hits filed as cytotoxic; 0.97% of 55,000 active;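 further: potency means the concentration at half of the fitted maximal effect; 0% = DMSO only and -100% = full killing by 100 µM tamoxifen; nearly all actives have a fitted effect of over 50% in size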
#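 Temperature-shift cytotoxicity format: compound titrations on p53-null or A138V-expressing H1299 cells held 24 hr at 39C, cell ATP then measured, AC50 from Hill model.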
# * hit, by the source's call; ? = inconclusive; · = not tested or not shown; [ ] = dose if it differs, or a comment. The call rests on the fitted dose curve; in most records, active means well fitted curve in the direction sought with a large enough effect; inconclusive means small, poorly fitted or top-dose-only effect, or another doubt; inactive means no such curve, though single readings can be large; an effect the other way counts as inactive or inconclusive.
SMILES,p53null 32C kill,NTMT1 inh,FH mod,GALK inh,B2AR arrestin ag,PTAP-TSG101 blk,p53null 39C kill
COc1ccc(CN2C(=O)N(c3ccc(F)cc3)C(=O)C2CC(=O)Nc2ccccc2)cc1 (stereo unspecified),1%,0%,-7%,-2%,-2%,6%,-6%
CCOc1ccc(NC(=O)CSc2nc3nc(C)c(Cc4ccccc4)c(C)n3n2)cc1,2%,-3%,?,-5%,4%,-9%,7%
Cc1ccc2nc(-c3c[nH]c4ccccc34)c(Nc3ccc(F)cc3)n2c1,-6%,-4%,-7%,-6%,1%,-3%,?
O=S(=O)(c1ccc2[nH]c3c(c2c1)CCCCC3)N1CCN(c2ccccc2)CC1,8%,?,18%,-2%,-1%,-4%,26%
Cc1ccccc1CSc1nc2c(sc3ccccc32)c(=O)n1CCCC(=O)NCCCOC(C)C,-1%,5%,-18%,9%,1%,-4%,-12%
Cc1ccc(C(=O)c2oc3ccccc3c2NC(=O)c2nc(S(C)(=O)=O)ncc2Cl)cc1F,-3%,0%,27%,-10%,0%,-2%,4%
Cc1ccc(C)c(N2CCN(C(=O)c3c(C)oc4nc(C)nc(N5CCOCC5)c34)CC2)c1,9%,4%,-2%,2%,0%,1%,-7%
Cc1cccc(NC(=O)Cn2ncc3c4ccccc4n(Cc4ccccc4)c3c2=O)c1C,-9%,7%,-1%,-13%,-4%,-1%,-13%
Cc1ccnc(NS(=O)(=O)c2ccc(NC(=O)c3nc(SC(C)C)ncc3Cl)cc2)n1,-16%,-12%,-15%,-4%,-1%,2%,?
CCOC(=O)C1CCN(CCC(=O)Nc2ccc(OC)cc2)CC1,5%,1%,13%,0%,1%,1%,1%
CCC(Sc1nnc(C)n2c1cc1occc12)C(=O)Nc1ccccc1OC (stereo unspecified),-5%,-21%,?,3%,2%,-7%,-2%
Cc1cccc(C)c1-n1ncc(C(=O)Nc2ccc3c(c2)OCO3)c1C1CCN(C(=O)OC(C)(C)C)CC1,12%,-23%,?,1%,0%,-8%,8%
CCC(C)S(=O)(=O)c1oc(-c2cccs2)nc1S(=O)(=O)c1ccccc1 (stereo unspecified),25µM*,-6%,-26%,0%,-1%,0%,?
Cc1ccc(S(=O)(=O)NCC(c2ccc(N(C)C)cc2)N2CCCC2)cc1 (stereo unspecified),1%,-30%,0%,0%,1%,0%,0%
COc1ccc(-n2nnc(-c3nc(-c4ccccc4C)no3)c2N)cc1Cl,5%,1%,6%,0%,-1%,-3%,16%
Cc1nn(C)c2c1c(C(F)(F)F)cc(=O)n2C(C)C(=O)NCCc1ccccc1 (stereo unspecified),19%,13%,2%,2%,-1%,-14%,4%
CCN(CCCNC(=O)c1nn(-c2ccc(C)cc2)c(=O)c2c1c1ccccc1n2C)c1ccccc1,2%,17%,-11%,0%,0%,-3%,-6%
COc1cccc(C(=O)Nc2ccccc2C(=O)OCc2cc(=O)n3c4c(sc3n2)CCCC4)c1,-3%,-13%,-8%,0%,0%,-8%,11%
Cc1ccc(C)c(N2CCN(C(=O)c3ccc(-c4nc(COc5ccccc5)c(C)o4)cc3)CC2)c1,12%,13%,-30%,2%,-1%,-4%,32%[activator]
CCC(=O)N1CCc2cc(Br)cc(S(=O)(=O)Nc3ccccc3C(=O)OC)c21,-3%,-5%,-31%,8%,0%,0%,-6%
CCOCCCNC(=O)C(c1ccc(Cl)cc1)N(Cc1ccc2c(c1)OCO2)C(=O)c1ccc(NC(C)=O)cc1 (stereo unspecified),1%,-5%,-12%,7%,-2%,1%,0%
Cn1nc(C(=O)NCc2ccccc2)c2c1-c1ccccc1S(=O)(=O)C2,0%,2%,-3%,2%,0%,0%,?
COc1ccccc1Cn1cc(C(=O)c2ccc(C)cc2)c(=O)c2cc(C)ccc21,-9%,25%,?,8%,-1%,-2%,13%
CCc1ccccc1NC(=O)Nc1cc(C(=O)NCc2ccc(C)cc2)ccc1N1CCCC1,16%,7%,-17%,4%,-1%,5%,0%
CCOc1ccc(Cn2c(=O)sc3ccccc32)cc1,7%,4%,1%,3%,0%,-5%,?
CCCn1c(/C=C/c2ccccc2)nc2ccccc21,16µM*,?,-9%,0%,6%,-4%,?
COc1cc(C2C(=O)N(C3CCCCCC3)CC(=O)N2Cc2ccccc2)ccc1OC(C)C (stereo unspecified),2%,·,·,-1%,0%,-3%,-9%
Cc1ccccc1OCCSc1nc2ccc(NC(=O)c3cccc(F)c3)cc2s1,8%,35%[activator],-22%,3%,-4%,0%,17%
Cc1ccc(-n2nc(C(=O)N3CCC(C)CC3)c(=O)n(C)c2=O)cc1,-5%,1%,-8%,0%,2%,2%,-3%
COc1ccc2nc3oc(C(=O)Nc4cccc(C(F)(F)F)c4)cc3cc2c1,-13%,-3%,-11%,1%,0%,4%,15%
CC1CCCCN1CCCNC(=O)c1sc2ncccc2c1-n1cccc1 (stereo unspecified),-2%,-6%,-20%,0%,-1%,1%,-29%
CC1=C(c2ccc(Cl)cc2)S(=O)(=O)N=C1N1CCN(c2cccc(C(F)(F)F)c2)CC1,9%,-2%,-8%,2%,7%,1%,38%[activator]
Cc1ccc(NC(=O)c2nc(S(=O)(=O)Cc3cccc(C)c3)ncc2Cl)cc1,-15%,5%,-21%,7%,-1%,0%,22µM*
CCOc1ccccc1NC(=O)CSc1ccc2nnc(CCNS(=O)(=O)c3ccccc3)n2n1,-7%,0%,-20%,5%,-1%,-6%,-9%
Cn1c(=O)c2cc(C(=O)NCCCN3CCN(c4ccccc4F)CC3)sc2c2ccccc21,2%,-1%,-5%,-1%,0%,-2%,-9%
Cc1cc(Br)ccc1NC(=O)c1cc2c(=O)n(C)c3cc(Cl)ccc3c2s1,0%,-12%,1%,1%,0%,4%,33%
CC(C)(C)CC(=O)NC1CC(=O)N(c2ccc3c(c2)OCCO3)C1 (stereo unspecified),-5%,5%,4%,2%,-2%,-8%,16%
O=C(NC1CCCCC1)c1ccc(CSc2nc3cccnc3n2Cc2cccc(F)c2)cc1,6%,8%,?,-4%,3%,2%,-18%
Cc1nc2nc(SCC(=O)NC3CCC(C)CC3)nn2c(C)c1Cc1ccccc1 (stereo unspecified),-2%,?,-16%,1%,1%,-13%,19%
Cc1ccccc1C(=O)Nc1c(C)nc(Nc2ccccc2)nc1Nc1ccccc1,?,13%,?,-9%,-2%,1%,-23%
COc1cccc(NC(=O)N2CCC(n3c(C)nc4cccnc43)CC2)c1,4%,-2%,-1%,-2%,0%,-3%,-2%
CCCCN(CC)CCCNC(=O)Cn1ncc2c3ccccc3n(C)c2c1=O,?,4%,-3%,3%,-2%,0%,-13%
COc1ccc(OC)c2sc(N3CCN(C(=O)C4CC4)CC3)nc12,?,?,15%,2%,-4%,-4%,11%
CCN(CC)S(=O)(=O)c1ccc2c(c1)c(=O)c(C(=O)NCCc1ccccc1)cn2C,1%,5%,-34%,5%,1%,2%,-10%
CCOc1ccc(CN2CCc3nc(N4CCN(c5ccccc5OC)CC4)ncc3C2)cc1OC,9%,17%,-10%,-2%,0%,1%,20%
CCc1cccc(NC(=O)CN2c3ccccc3S(=O)(=O)c3ccccc32)c1,-6%,-1%,-25%,-2%,-1%,-5%,-4%
Cc1ccc(NC(=O)C(=O)NCC(c2cccnc2)N2CCOCC2)cc1Cl (stereo unspecified),44%[activator],-1%,-3%,2%,0%,-6%,?
COc1ccc(NC(=O)c2c(N)c(C(=O)c3ccc(OC)cc3)n3ccccc23)cc1,-5%,-1%,-3%,-2%,-3%,3%,-3%
COc1ccccc1NC(=O)C1=C(C)Nc2nc(-c3ccco3)nn2C1c1ccccc1 (stereo unspecified),12%,0%,-5%,0%,-2%,1%,24%
CCOc1ccc(-n2c(Cc3ccccc3)nnc2SCc2nc(-c3cccs3)no2)cc1,31%[activator],0%,-15%,-13%,0%,1%,44%[activator]
COc1cccc(C(=O)Nc2ccc(-c3nc4ccccc4s3)cc2Cl)c1,-7%,-4%,-13%,0%,-3%,-2%,1%
COc1ccc(OC)c(-c2cc(C(=O)NC(C)c3ccccc3)no2)c1 (stereo unspecified),-7%,·,·,0%,-2%,2%,3%
Cc1cccc(OCc2nnc(-c3ccccc3)o2)c1,-8%,-7%,-7%,7%,1%,0%,?
COc1cccc(CNC(=O)CCn2nc(C)c3c(C)n(-c4ccccc4)nc3c2=O)c1,5%,?,-4%,4%,-1%,-12%,-5%
O=c1c2ccccc2nc(N2CCN(c3cccc(Cl)c3)CC2)n1-c1ccccc1,12%,-1%,-33%,8%,1%,-3%,31%
CCN(C(=O)CSc1nc2ccccc2n1Cc1ccccc1C#N)c1ccccc1,4%,6%,-19%,1%,1%,0%,11%
CCOC(=O)N1CCN(C(=O)CN(c2cc(C)ccc2OC)S(=O)(=O)c2ccc(C)cc2)CC1,-5%,-13%,-9%,2%,-2%,1%,2%
CCc1ccc(CNC(=O)C2CCN(c3nnc(-n4c(C)ccc4C)s3)CC2)cc1,-6%,?,-2%,-10%,-2%,-3%,?
Cc1ccc(NS(=O)(=O)c2ccc3[nH]c4c(c3c2)CCCC4)c(C)c1,17%,?,?,2%,-1%,-1%,-20%
CC(C)(C)c1ccc(C(=O)N2CCN(CCc3ccccn3)CC2)cc1,-12%,?,-9%,-10%,-1%,-8%,-9%
CC(C)(C)C1CCc2nc(NC(=O)COc3ccc(F)cc3)sc2C1 (stereo unspecified),-7%,-34%,-10%,-2%,1%,-5%,0%
COc1ccc(N2CC(NC(=O)c3cccs3)CC2=O)cc1OC (stereo unspecified),-6%,3%,2%,2%,-4%,-2%,-3%
COc1ccccc1N1CCN(C(=O)c2cc3c(=O)oc4ccccc4c3s2)CC1,4%,14%,-1%,0%,0%,1%,-18%

# Sorted by molar mass (lowest first): 6 of the compounds above.
SMILES,p53null 32C kill,NTMT1 inh,FH mod,GALK inh,B2AR arrestin ag,PTAP-TSG101 blk,p53null 39C kill
Cc1cccc(OCc2nnc(-c3ccccc3)o2)c1,-8%,-7%,-7%,7%,1%,0%,?
Cc1ccc(NS(=O)(=O)c2ccc3[nH]c4c(c3c2)CCCC4)c(C)c1,17%,?,?,2%,-1%,-1%,-20%
CC(C)(C)C1CCc2nc(NC(=O)COc3ccc(F)cc3)sc2C1 (stereo unspecified),-7%,-34%,-10%,-2%,1%,-5%,0%
CCc1cccc(NC(=O)CN2c3ccccc3S(=O)(=O)c3ccccc32)c1,-6%,-1%,-25%,-2%,-1%,-5%,-4%
COc1ccccc1N1CCN(C(=O)c2cc3c(=O)oc4ccccc4c3s2)CC1,4%,14%,-1%,0%,0%,1%,-18%
COc1ccccc1NC(=O)C1=C(C)Nc2nc(-c3ccco3)nn2C1c1ccccc1 (stereo unspecified),12%,0%,-5%,0%,-2%,1%,24%

# Assay outcomes as filed in PubChem BioAssay.

# Only part of the results is shown. The share of hits here may be higher or lower than overall.
